# PP5 primary: PP5 (human) phosphatase inhibition; P53041; purified PP5c, OMFP substrate fluorescence; inhibition, % at 6.7 µM; 0.18% of 320,000 active; AID 1987;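 active = inhibition above the campaign's mean inhibition across all tested compounds plus 3 SD, cut at about 9.5% in these data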;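 also: 0% = DMSO only and 100% = 100 µM cantharidin control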
# Target sequence (P53041 whole entry, looked up): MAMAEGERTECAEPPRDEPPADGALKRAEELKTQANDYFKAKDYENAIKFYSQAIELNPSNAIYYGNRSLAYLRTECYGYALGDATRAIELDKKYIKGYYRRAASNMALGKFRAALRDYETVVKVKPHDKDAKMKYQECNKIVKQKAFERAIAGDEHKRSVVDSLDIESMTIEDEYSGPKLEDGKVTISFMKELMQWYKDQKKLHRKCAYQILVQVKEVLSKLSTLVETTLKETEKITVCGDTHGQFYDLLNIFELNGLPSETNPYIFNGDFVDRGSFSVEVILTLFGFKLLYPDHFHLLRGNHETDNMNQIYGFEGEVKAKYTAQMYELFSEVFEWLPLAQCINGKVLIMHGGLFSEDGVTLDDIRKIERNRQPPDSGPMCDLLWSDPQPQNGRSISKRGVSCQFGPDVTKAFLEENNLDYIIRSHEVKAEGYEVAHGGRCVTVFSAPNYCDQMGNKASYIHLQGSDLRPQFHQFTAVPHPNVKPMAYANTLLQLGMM
# procasp3 activ: activators of human procaspase-3; P42574; recombinant procaspase-3 D3A, Ac-DEVD-pNA absorbance 405 nm; activation, % at 8.5 µM; 0.11% of 330,000 active;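 active = activation above the mean of all tested compounds plus 3 SD, cut at about 21% in these data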;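 also: 0% = DMSO alone and 100% = DMSO wells spiked with extra 5 µM PC-3 D3A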
# Target sequence (P42574 whole entry D9A/D28A/D175A): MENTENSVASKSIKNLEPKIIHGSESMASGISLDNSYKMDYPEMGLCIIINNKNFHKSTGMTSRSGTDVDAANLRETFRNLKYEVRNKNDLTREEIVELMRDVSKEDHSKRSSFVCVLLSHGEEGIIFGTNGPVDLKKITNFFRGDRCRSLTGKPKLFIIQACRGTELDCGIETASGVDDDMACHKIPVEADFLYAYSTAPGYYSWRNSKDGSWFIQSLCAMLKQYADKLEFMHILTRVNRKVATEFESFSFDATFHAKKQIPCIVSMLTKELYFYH
#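 Technique: 405 nm absorbance of p-nitroaniline, reads at 0 and 120 min; Test system: Procaspase-3 D3A mutant; Incubation: 1 h enzyme-compound preincubation, then 2 h substrate reaction, 25 °C; Repeats: singlicate, each compound tested once; Benchmarks: low control DMSO wells, high control DMSO plus 5 µM PC-3 D3A.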
# Efflux pump inh: antifungal efflux pump inhibition, Nile Red retention. 0.44% of 330,000 active. inhibition, % at 10 µM. S. cerevisiae Candida pump triplex. AID 485275;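 active = plate passing quality check with inhibition over a set limit, or well fluorescence over plate mean plus 4 SD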;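 also: Nile Red retained in pooled yeast measured as flow cytometry median fluorescence; 0% = buffer negative control and 100% = Enniatin B positive control; higher means more Nile Red kept so more efflux inhibition; some compounds called inactive have numbers as strong as hits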
# TPT1 inh: inhibitors of Candida albicans tRNA 2'-phosphotransferase TPT1; 0.81% of 300,000 active; AID 1962; recombinant caTPT1, FP RNA substrate dephosphorylation; inhibition, % at 5 µM;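 active = inhibition above the mean of all tested compounds plus 3 SD, set per screening campaign, cut at about 24% in these data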;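 also: plate controls were DMSO alone for no effect and ferristatin control at 100 nM for full effect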
# CTSL1 counter: counter-screen for PFM18AAP inhibitors: inhibitors of F. hepatica cathepsin L1 | recombinant F. hepatica cathepsin L1, Z-Leu-Arg-MCA fluorescence | inhibition, % at 5.96 µM | 0.49% of 300,000 active;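 active = inhibition above the mean of all tested compounds plus 3 SD, set per screening campaign, cut at about 17% in these data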;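 also: 0% = plate median of test compound wells and 100% = 1 µM Z-Phe-Ala-diazomethylketone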
# GASC-1 inh: inhibitors of human GASC-1 (JMJD2C) demethylase | Q9H3R0 | GST-JMJD2C(1-420) H3K9me3 demethylation, DELFIA europium | inhibition, % at 2.35 µM | 0.069% of 330,000 active;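 active = more than half of a compound's replicate wells show inhibition beyond 50%, single wells judged on their own value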;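 also: signal counts dimethyl H3K9 product captured on neutravidin plate; 0% = median of DMSO wells and 100% = 0.3 times that DMSO median; strong numbers were not always called active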
# HCV core dimer: HCV core protein dimerization inhibition | TR-FRET GST/Flag-core106 dimerization, 1536-well | inhibition, % at 5 µM | 0.33% of 300,000 active | AID 1899;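 active = inhibition above the mean of all tested compounds plus 3 SD, set per screening campaign, cut at about 45% in these data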
#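 Material: GST/Flag-tagged HCV core106 proteins. Incubation: 4 h, 22.5 °C incubation. Read-out basis: inhibition (%) from 671 over 617 nm ratio. Measured by: TR-FRET, excitation 340 nm, emission 617 and 671 nm.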
# PP1 counter: PP1-alpha (human) inhibition in PP5 counter-screen; P62136; purified PP1alpha, OMFP fluorescence; inhibition, % at 6.7 µM; 0.9% of 320,000 active; AID 2235;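 active = inhibition above the mean inhibition of all tested compounds plus 3 SD, computed separately for each screening campaign, cut at about 15% in these data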
# Target sequence (P62136 whole entry, looked up): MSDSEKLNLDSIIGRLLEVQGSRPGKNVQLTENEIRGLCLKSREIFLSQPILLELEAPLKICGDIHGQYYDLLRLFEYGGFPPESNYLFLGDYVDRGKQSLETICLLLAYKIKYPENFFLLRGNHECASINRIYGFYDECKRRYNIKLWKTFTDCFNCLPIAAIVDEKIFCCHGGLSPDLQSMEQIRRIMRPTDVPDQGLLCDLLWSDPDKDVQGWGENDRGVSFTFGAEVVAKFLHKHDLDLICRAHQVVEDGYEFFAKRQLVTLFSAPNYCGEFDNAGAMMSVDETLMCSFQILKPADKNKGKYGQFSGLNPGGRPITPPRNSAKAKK
# procasp7 counter: activates human procaspase-7, counter-screen for procaspase-3 activators | recombinant procaspase-7, Ac-DEVD-pNA absorbance 405 nm; D23A/D198A/D206A triple mutant, cannot self-cleave; scale: DMSO 0, 5 µM enzyme 100 | activation, % at 8.5 µM | 0.093% of 330,000 active;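 active = percent activation above the screen-wide mean plus 3 SD, cut at about 25% in these data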
#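 Assay system: Uncleavable procaspase-7 mutant enzyme | Input: 2 µM procaspase-7 mutant as dispensed | Timing: 1 h compound preincubation, 2 h substrate cleavage, 25 °C | Repeats: One well per compound | Control set: DMSO wells as 0%, DMSO with 5 µM added PC-7 as 100% | Technique: Epi-absorbance of released pNA at 405 nm, two timepoints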
# * = called active by the depositor; · = no result given; & = joins results of further samples. Compounds were not picked by outcome; about 2.9% have a hit in one of these screens.
# Start of the data: the first two entries as a preview:
(1) O=C(O)C1C2C=CC(C2)C1C(=O)N1CCc2ccccc21 (stereo not given)
(2) CCOc1cc(NC(=O)c2ccco2)c(OCC)cc1NC(=O)CCC(=O)NCc1cccnc1

Compound	1	2
PP5 primary	2.5	0.7
procasp3 activ	1	-6
Efflux pump inh	-0.1	0.1
TPT1 inh	2	2
CTSL1 counter	3	0
GASC-1 inh	4	·
HCV core dimer	1	0
PP1 counter	-1	-3
procasp7 counter	13	10

# The list itself, previewed entries included:
(1) O=C(O)C1C2C=CC(C2)C1C(=O)N1CCc2ccccc21 (stereo not given)
(2) CCOc1cc(NC(=O)c2ccco2)c(OCC)cc1NC(=O)CCC(=O)NCc1cccnc1
(3) O=C1CC(c2ccc(S(=O)(=O)NCc3ccncc3)cc2)CN1 (stereo not given)
(4) CN1CCN(CCNC(=O)Nc2ccc(Cl)cc2)CC1
(5) CC1CCC2(CC1)NC(=O)N(CC(=O)NCCc1ccc(F)cc1)C2=O (stereo not given)
(6) CN(c1ncc(C(F)(F)F)cc1Cl)N1C(=O)c2cccc(N)c2C1=O
(7) CCCCNC(=O)CN(C1CCCCC1)S(C)(=O)=O
(8) COc1cccc(Nc2ccc(C(=O)O)cc2[N+](=O)[O-])c1
(9) Cc1nc2nc(N)nc(OCc3ccccc3)c2nc1C
(10) O=C(CCc1nc2sc3c(c2c(=O)[nH]1)CCCC3)NCCc1ccccc1

Compound	1	2	3	4	5	6	7	8	9	10
PP5 primary	2.5	0.7	-1.6	1.4	-0.6	-0.8	1.0	4.0	9.4	0.1
procasp3 activ	1	-6	11	9	0	-4	8	1	-2	-6
Efflux pump inh	-0.1	0.1	0.1	0.0	-0.3	-0.2	0.0	0.1	-0.1	-0.1
TPT1 inh	2	2	0	-5	·	-26	-3	-3	-2	11
CTSL1 counter	3	0	-1	-2	·	1	1	-1	-2	-2
GASC-1 inh	4	·	-7	-2	·	-3	-28	-7	5	2
HCV core dimer	1	0	1	-3	·	4	-1	-6	3	14
PP1 counter	-1	-3	-4	1	-2	-1	-3	-2	-4	1
procasp7 counter	13	10	13	10	5	-2	12	-3	2	4

(11) Cc1cc([N+](=O)[O-])nn1CCCC(=O)Nc1sc2c(c1C(N)=O)CCC(C)C2 (stereo not given)
(12) CN1CCN(c2nc3c(c(=O)[nH]c(=O)n3C)n2CCSc2nc3ccccc3s2)CC1
(13) C=CCNc1nc(-c2ccccc2)c(C(=O)OCC)cc1C#N
(14) Cc1cc(Oc2ccccc2)nc(-c2ccccc2)n1
(15) CCOC(=O)c1cc(C(C)=O)n2ccccc12
(16) C=CCc1cccc(/C=N/NC(=O)CNc2ccccc2OC)c1O
(17) CC(C)N(CCNC(=O)c1oc(=O)c2ccccc2c1-c1ccccc1)Cc1ccco1
(18) O=C(Nc1nc2ccccc2s1)NC1CCCCC1
(19) Cc1ccc(NC(=O)CN(C)C(=O)Cn2cc(C(F)(F)F)ccc2=O)cc1
(20) COc1ccccc1NS(=O)(=O)c1cc(C(=O)N2CCCCCCC2)ccc1C

Compound	11	12	13	14	15	16	17	18	19	20
PP5 primary	-1.7	4.3	5.7	1.6	0.6	3.6	4.1	0.2	-4.1	1.0
procasp3 activ	5	0	8	-1	-8	-17	8	-5	4	-1
Efflux pump inh	0.2	0.0	0.0	-0.1	0.0	-0.2	0.1	0.2	0.3	0.2
TPT1 inh	-3	1	-3	-5	2	-1	0	2	-2	0
CTSL1 counter	-6	2	5	6	1	2	3	4	0	6
GASC-1 inh	7	-15&2	3	-2	-12	-8	2	3	-18	71
HCV core dimer	-3	-15	5	-5	-4	5	-5	-2	-3	-5
PP1 counter	-1	-4	-1	2	-2	-1	-2	-2	-4	-9
procasp7 counter	-3	3	6	14	11	-34	-5	4	8	-3

(21) COC(=O)Cn1c(CCC(=O)O)ccc1-c1ccccc1
(22) CN(Cc1cnn(C)c1)C(=O)c1sc2cccc(Cl)c2c1Cl
(23) C=CCOc1ccc(/C=C/C(=O)OC(C)C(=O)Nc2ccc(NC(C)=O)cc2)cc1 (stereo not given)
(24) COc1cccc(-c2cc(C(=O)NCc3cccs3)no2)c1
(25) Cc1cc(C(=O)OCC(=O)NC2CCS(=O)(=O)C2)c2ccccc2n1 (stereo not given)
(26) CCOc1ccccc1NC(=O)c1sc2ncn(CC(=O)N3CCOCC3)c(=O)c2c1C
(27) COc1ccccc1CNc1nc2nc3c(c(=O)n2[nH]1)CCC3
(28) COc1ccccc1CNC(=O)COC(=O)c1ccccc1SCC(=O)N1CCCC1
(29) CCOC(=O)c1c(NC(C)=O)sc2c(O)c(Br)ccc12
(30) CCN(CC(=O)Nc1ccc(NC(C)=O)cc1)C(=O)CSCC(=O)Nc1ccc(C)cc1

Compound	21	22	23	24	25	26	27	28	29	30
PP5 primary	-0.1	-2.0	1.2	-0.8	-1.4	1.9	-0.2	-1.8	0.0	-2.0
procasp3 activ	9	-2	-6	-5	5	-5	1	-10	0	1
Efflux pump inh	0.1	-0.3	-0.1	0.1	-0.1	-0.1	0.0	-0.1	0.0	-0.1
TPT1 inh	5	2	0	0	0	1	0	-2	-2	-1
CTSL1 counter	-2	-3	-24	-1	-6	2	-1	0	-1	-7
GASC-1 inh	0	8	2	5	1	10	-1	-2	-6	-3
HCV core dimer	0	0	0	1	2	-7	-4	0	-9	0
PP1 counter	-5	-5	-4	2	-6	1	-1	-1	-3	-4
procasp7 counter	2	6	8	13	5	12	9	12	-5	4

# Part of the list above, with values under each structure.
# Order of values – PP5 primary, procasp3 activ, Efflux pump inh, TPT1 inh, CTSL1 counter, GASC-1 inh, HCV core dimer, PP1 counter, procasp7 counter
[20] COc1ccccc1NS(=O)(=O)c1cc(C(=O)N2CCCCCCC2)ccc1C
    1.0, -1, 0.2, 0, 6, 71, -5, -9, -3
[21] COC(=O)Cn1c(CCC(=O)O)ccc1-c1ccccc1
    -0.1, 9, 0.1, 5, -2, 0, 0, -5, 2
[22] CN(Cc1cnn(C)c1)C(=O)c1sc2cccc(Cl)c2c1Cl
    -2.0, -2, -0.3, 2, -3, 8, 0, -5, 6
[23] C=CCOc1ccc(/C=C/C(=O)OC(C)C(=O)Nc2ccc(NC(C)=O)cc2)cc1 (stereo not given)
    1.2, -6, -0.1, 0, -24, 2, 0, -4, 8
[24] COc1cccc(-c2cc(C(=O)NCc3cccs3)no2)c1
    -0.8, -5, 0.1, 0, -1, 5, 1, 2, 13
[25] Cc1cc(C(=O)OCC(=O)NC2CCS(=O)(=O)C2)c2ccccc2n1 (stereo not given)
    -1.4, 5, -0.1, 0, -6, 1, 2, -6, 5
[26] CCOc1ccccc1NC(=O)c1sc2ncn(CC(=O)N3CCOCC3)c(=O)c2c1C
    1.9, -5, -0.1, 1, 2, 10, -7, 1, 12
[27] COc1ccccc1CNc1nc2nc3c(c(=O)n2[nH]1)CCC3
    -0.2, 1, 0.0, 0, -1, -1, -4, -1, 9
[28] COc1ccccc1CNC(=O)COC(=O)c1ccccc1SCC(=O)N1CCCC1
    -1.8, -10, -0.1, -2, 0, -2, 0, -1, 12
[29] CCOC(=O)c1c(NC(C)=O)sc2c(O)c(Br)ccc12
    0.0, 0, 0.0, -2, -1, -6, -9, -3, -5

# The list goes on:
(31) Cn1nnnc1NCc1cccc(Cl)c1
(32) CC(=O)Nc1ccc(C=NNc2ccc([N+](=O)[O-])cc2S(=O)(=O)Nc2ccccc2C(=O)O)cc1
(33) O=C(CSc1nc2ccccc2c(=O)n1CC1CCCO1)NCCc1ccccc1 (stereo not given)
(34) Cc1cc(C)n2nc(C(=O)OCC(=O)NC3CCCCC3)nc2n1
(35) CC(=O)Nc1sc2c(c1C(=O)N1CCOCC1)CCCCC2
(36) COc1cccc(NC(=O)Cn2c(CCC(=O)O)ccc2-c2cccs2)c1
(37) O=C(COc1cccnc1[N+](=O)[O-])Nc1cccc(Br)c1
(38) COc1cc(OC)cc(-c2c(C#Cc3ccsc3)c3cc(Br)ccc3n2C)c1
(39) COC(=O)c1cc(S(=O)(=O)NC2CCN(Cc3ccccc3)CC2)cn1C
(40) CCN1CCN(c2cc(C)c3cc(NC(=S)NCCN(C)C)ccc3n2)CC1

Compound	31	32	33	34	35	36	37	38	39	40
PP5 primary	-0.6	·	3.0	-2.0	-1.9	2.1	·	0.1	0.9	0.0
procasp3 activ	2	-19	3	4	-16	0	4	5	6	-1
Efflux pump inh	0.0	0.2	0.1	0.0	0.1	-0.1	-0.1	0.1	0.0	0.0
TPT1 inh	-1	·	1	2	-2	-3	·	·	-4	-4
CTSL1 counter	0	·	0	9	0	-2	·	·	-2	2
GASC-1 inh	-1	6	-2	32	-2	11	4	6	4	-12
HCV core dimer	1	·	-8	1	0	-2	·	·	12	-2
PP1 counter	-1	·	-2	-8	-3	1	·	-2	-4	2
procasp7 counter	3	-10	2	1	0	-6	6	15	3	-8

(41) COC(=O)c1ccc(C(=O)NC2CCCc3c2cnn3-c2cc(F)cc(F)c2)nc1 (stereo not given)
(42) COc1ccccc1N1CCN(CCN2C(=O)C3CCCCN3C2=O)CC1 (stereo not given)
(43) CC(C)[C@@H](CO)NC(=O)c1ccc2c3n(nc2c1)-c1ccc(Cl)cc1CO3
(44) COc1ccc(CNC(=O)COC(=O)c2ccccc2C(=O)c2ccccc2)cc1
(45) COc1cccc(C2CC(=O)Nc3c2c(=O)n(C)c(=O)n3C)c1OC (stereo not given)
(46) CC1CCN(S(=O)(=O)c2ccc3c(c2)N(CC(=O)NCCCN2C(C)CCCC2C)C(=O)CO3)CC1 (stereo not given)
(47) O=C1NC(=O)C2(COC3(CCCC3)OC2)S1
(48) O=C(O)C(Cc1ccccc1)N1CCS(=O)(=O)CC1 (stereo not given)
(49) CC(C)(C)c1ccc(C(=O)NNC(=O)C2CCCCC2)cc1
(50) CC(C)C(=O)Nc1nnc(SCC(=O)NCc2ccc3c(c2)OCO3)s1
(51) COCCCN1CC(=O)N2C(c3ccc(C)cc3)c3[nH]c4ccccc4c3C[C@H]2C1=O (stereo not given in full)
(52) O=C(CCS(=O)(=O)c1ccc(Cl)cc1)NCCN1C(=O)S/C(=C\c2ccccc2F)C1=O

Compound	41	42	43	44	45	46	47	48	49	50	51	52
PP5 primary	1.2	0.2	2.2	-1.6	-1.2	0.1	1.2	-0.2	2.2	-0.7	2.3	-1.3
procasp3 activ	1	2	2	2	7	8	1	1	2	0	6	6
Efflux pump inh	0.2	0.0	-0.1	-0.2	-0.3	-0.3	0.0	0.0	0.2	-0.1	-0.2	-0.3
TPT1 inh	-1	-2	-1	-3	0	0	0	-9	0	-2	3	2
CTSL1 counter	2	-5	-1	3	-4	5	-5	0	-2	-11	-1	-1
GASC-1 inh	-2	18	-9	2	-1	10	0	-19	5	-15	2	7
HCV core dimer	6	-10	-18	0	2	-20	0	1	-2	-1	3	6
PP1 counter	-3	1	0	-3	0	-1	-5	-4	-3	-3	-1	1
procasp7 counter	2	-2	-2	5	1	7	8	11	2	-4	12	-9

# Screening results (PubChem BioAssay)
